Screening data (PubChem)
Shiga inhibitor = A qHTS for Small Molecule Inhibitors of Shiga Toxin. Vero cells, Shiga toxin protein synthesis inhibition reporter. inhibition, % at 38.7 µM. actives 9.2% (n = 290,000). AID 2315, 2010; in the data active means inhibition mostly above about 28%, no sharp cut-off; inactive means mostly below about 43%; further: 0% is about no effect
Giardia FBPA inh = qHTS Assay for Inhibitors of Fructose-1,6-bisphosphate Aldolase from Giardia Lamblia; Potency, µM (titrated, usually from 59.6 µM), for the others: top-dose activity, negative = inhibition, usual class: inhibitors; A8B2U2; purified Giardia FBPA; actives 0.71% (n = 290,000); further: potency means the concentration at half of the fitted maximal effect; on the % scale 0 is the no-effect control and ±100 the full control effect; nearly all actives have a fitted effect of over 55% in size
Target sequence (A8B2U2 whole entry, looked up): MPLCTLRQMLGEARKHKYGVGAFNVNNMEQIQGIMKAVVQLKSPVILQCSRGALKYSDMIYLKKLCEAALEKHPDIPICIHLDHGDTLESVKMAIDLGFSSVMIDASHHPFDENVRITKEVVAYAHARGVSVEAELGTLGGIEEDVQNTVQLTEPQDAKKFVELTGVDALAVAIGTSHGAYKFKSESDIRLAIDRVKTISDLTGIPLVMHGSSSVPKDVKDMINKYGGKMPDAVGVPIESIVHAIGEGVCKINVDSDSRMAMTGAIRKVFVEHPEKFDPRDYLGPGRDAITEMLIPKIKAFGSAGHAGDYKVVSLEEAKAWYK
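40 nM FBPA preincubated 10 min at RT with compound (up to 57.5 uM final), then substrate plus GAPDH/TPI/NAD/arsenate coupling and diaphorase/resazurin added. Fluorescence read after 20 min at RT, 525/598 nm.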
HCV inhibitor = qHTS Assay for Inhibitors of Hepatitis C Virus (HCV); Huh7.5.1 HCVcc-Cre infection, luciferase reporter, 44 h; Potency, µM (doses to about 41.8 µM), for the others: at the highest dose activity change, negative = inhibition, hits mostly inhibitors; actives 3.4% (n = 340,000); further: potency means the concentration at half of the fitted maximal effect; on the % scale 0 is the no-effect control and ±100 the full control effect
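Reporter virus HCVcc-Cre (~0.5 moi) infects cells exposed to compound; seeding density 1,000 cells/well with 4 h settling beforehand. Luminescence, 15 sec read, taken 44 h post-infection following a 15 min RT substrate incubation.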
CHX counter = Cycloheximide Counterscreen for Small Molecule Inhibitors of Shiga Toxin | actives 12% (n = 300,000) | cell reporter, cycloheximide protein synthesis inhibition counterscreen | max response, %; in the data active means max response mostly above about 13%, no sharp cut-off; inactive means mostly below about 14%; further: read at 38.3 µM for the half of the compounds with a filed dose; 0% is about no effect
Pf growth 48h = Primary qHTS for delayed death inhibitors of the malarial parasite plastid, 48 hour incubation | AID 504832, 2011 | P. falciparum luciferase growth in erythrocytes, 48 h | actives 5.9% (n = 310,000) | Potency, µM (series often up to 28.7 µM), without a hit: top-dose activity change, negative = inhibition, most hits filed as inhibitors; further: potency means the concentration at half of the fitted maximal effect; on the % scale 0 is the no-effect control and ±100 the full control effect
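Erythrocytes infected with P. falciparum carrying an integrated firefly luciferase reporter (2% hematocrit, 0.1% parasitemia final) were exposed to compounds in RPMI 1640 with 0.5% Albumax at 37 C, 5% CO2. Growth inhibition was scored as reduced luminescence.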
Pf growth 96h = Primary qHTS for delayed death inhibitors of the malarial parasite plastid, 96 hour incubation; P. falciparum luciferase reporter growth, 96 h; Potency, µM (highest dose often 28.7 µM), for inactives: at the top dose activity change, negative = inhibition, actives largely listed as inhibitors; actives 6.9% (n = 320,000); further: potency means the concentration at half of the fitted maximal effect; on the % scale 0 is the no-effect control and ±100 the full control effect
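Infected RBCs, 2% Hct / 0.05% parasitemia final; luciferase-reporter P. falciparum; cpd 96 h, 37 C, 5% CO2; luciferase detection reagent; luminescence.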
Active calls of the source: *; ? = inconclusive; / = not tested or not shown; & = joins results of further samples; [ ] = another dose, or the depositor's remark. Unless noted, the call rests on the fitted dose curve; in most records, active means well fitted curve in the direction sought with a large enough effect; inconclusive means small, poorly fitted or top-dose-only effect, or another doubt; inactive means no such curve, though single readings can be large; an effect the other way counts as inactive or inconclusive.

nr | mol | Shiga inhibitor | Giardia FBPA inh | Pf growth 48h | CHX counter | HCV inhibitor | Pf growth 96h
1 | CC1CC(OCC(O)C[N+]2(C)CCOCC2)CC(C)(C)C1 (stereo not drawn) | 8 | -1% | ? | -5 | 21% | ?
2 | Cc1nc(C)c(C(=O)C2=C(O)C(=O)N(CCN(C)C)C2c2ccccc2)s1 (stereo not drawn) | 34 | 0% | 33%[activator] | -6 | 0% | 14%
3 | O=C(NC1CCCCCCC1)C1=COCCO1 | 22 | -4% | -1% | 15 | 4% | 15%
4 | CN1CCCC(C(=O)c2ccccc2)C1 (stereo not drawn) | -35 | 0% | 9% | -3 | 5% | 0%
5 | COc1ccc(N2CCN(CCNC(=O)CCN3C(=O)COc4ccccc43)CC2)cc1 | -5 | 1% | -1% | 1 | ? | 24%
6 | NC(=S)n1[nH]c(-c2ccc([N+](=O)[O-])cc2)c(N=Nc2cccc([N+](=O)[O-])c2)c1=O | 15 | 7% | ? | 5 | 10µM* | 4%
7 | COc1cc(C(=O)NCC(=O)OCC(=O)c2cccc3ccccc23)cc(OC)c1OC | -7 | / | -22% | 1 | 23% | -10%
8 | Cc1c(C(=O)O)cccc1-n1c(C)cc(/C=N/Nc2ccc([N+](=O)[O-])cn2)c1C | 71* | ? | ? | 32* | -3% | ?
9 | O=C(Cc1ccccc1)NCc1ccccn1 | 13 | 0% | 59%[activator] | 6 | 7% | -22%
10 | COc1ccc(-n2c(-c3ccccc3)nnc2-c2ccc(Cl)cc2)cc1 | -6 | 10% | 13% | 29 | 16% | -24%
11 | COc1ccc(/C=C(\NC(=O)c2ccc(OC)cc2)C(=O)N2CCCCC2)cc1 | 10 | 0% | 14% | 2 | 5% | -11%
12 | C=CCc1ccc(OCCCCN2CC(C)CC(C)C2)c(OC)c1 (stereo not drawn) | 1 | ? | ? | 0 | -14% | -1%
13 | Cn1c(=O)cc(OCCCC(=O)NCc2ccc3c(c2)OCO3)c2ccccc21 | -6 | -8% | / | -3 | 1% | ?
14 | Cc1ccc(/C=C2/C(=O)NC(=O)N(CC3CCCO3)C2=O)s1 (stereo not drawn) | 97* | -2% | 13% | 10 | 8% | 25%
15 | CCOc1cc(NC(=O)C2CC2)c(OCC)cc1NC(=O)c1cccc(F)c1 | -13 | -3% | 1% | -4 | ? | -7%
16 | COc1ccnc(Oc2cccc(C(F)(F)F)c2)c1C(=O)N/C=N/OCc1ccccc1F | -14 | -8% | ? | 1 | 11µM* | ?
17 | OCCN1CCN(Cc2cccc(Oc3ccc(Cl)cc3)c2)CC1 | 18 | -4% | ? | 1 | 11µM* | -10%
18 | CCn1c(SCC(=O)Nc2cccc(C(C)=O)c2)nnc1C(C)C | -16 | 4% | 1% | 6 | ? | -15%
19 | O=C(O)CN(c1ccccn1)S(=O)(=O)c1ccccc1 | 29 | 5% | / | 7 | 13% | 18%
20 | NC(=O)C(c1ccc(Cl)cc1)c1ccc(Sc2ccccc2)nn1 (stereo not drawn) | 17 | 1% | / | -2 | -10% | ?
21 | O=C(/C=C/c1ccc(OC(F)F)cc1)OCC(=O)N1CCC(c2ccccc2)=N1 | / | / | ? | / | ? | ?
22 | c1ccc(Cc2nc3ccccc3n2Cc2ccccc2)cc1 | -13 | 12% | ? | -1 | ? | ?
23 | Cc1ccccc1C(=O)c1cccn1CC(=O)N1CCCCCC1 | 13 | 3% | ? | 4 | 21% | ?
24 | CCN(CC(=O)N(CC(C)C)c1c(N)n(CC(C)C)c(=O)[nH]c1=O)Cc1nc2ccccc2c(=O)[nH]1 | 1 | -12% | ? | -4 | 31%[activator] | ?
25 | COc1cc2cc(CN(CCCO)S(=O)(=O)c3ccccc3)c(=O)[nH]c2cc1OC | 16 | -3% | -15% | -4 | 3% | 51%[activator]
26 | CCCCN(CCCC)CCC(O)c1cc2c(Cl)cc(Cl)cc2c2cc(C(F)(F)F)ccc12 (stereo not drawn) | / | -3%[21.7 µM] | 0.0041µM* | / | -24% | 0.0029µM*
27 | O=[N+]([O-])c1ccc(NC2CCCC2)cc1 | -22 | -2% | 5% | 13 | -9% | 15%
28 | CC(C)N=C(NC#N)SCc1ccccc1F | -5 | 5% | ? | 2 | -11% | 8%
29 | CCN(CC(=O)Nc1c(F)cccc1F)C(=O)c1ccc(C)c(S(=O)(=O)N2CCCCC2)c1 | / | / | 3% | / | ? | ?
30 | COc1ccc(Nc2nc(N)nc(C(F)(F)F)n2)c(OC)c1 | 46 | 4% | 17% | 25* | ? | ?

Whole records from above:
O=C(NC1CCCCCCC1)C1=COCCO1 is listed with Shiga inhibitor: 22; Giardia FBPA inh: -4%; Pf growth 48h: -1%; CHX counter: 15; HCV inhibitor: 4%; Pf growth 96h: 15%
CCCCN(CCCC)CCC(O)c1cc2c(Cl)cc(Cl)cc2c2cc(C(F)(F)F)ccc12 (stereo not drawn) is listed with Shiga inhibitor: /; Giardia FBPA inh: -3%[21.7 µM]; Pf growth 48h: 0.0041µM*; CHX counter: /; HCV inhibitor: -24%; Pf growth 96h: 0.0029µM*

Among those listed so far, 6 have four or more nitrogen atoms.
nr | mol | Shiga inhibitor | Giardia FBPA inh | Pf growth 48h | CHX counter | HCV inhibitor | Pf growth 96h
5 | COc1ccc(N2CCN(CCNC(=O)CCN3C(=O)COc4ccccc43)CC2)cc1 | -5 | 1% | -1% | 1 | ? | 24%
6 | NC(=S)n1[nH]c(-c2ccc([N+](=O)[O-])cc2)c(N=Nc2cccc([N+](=O)[O-])c2)c1=O | 15 | 7% | ? | 5 | 10µM* | 4%
8 | Cc1c(C(=O)O)cccc1-n1c(C)cc(/C=N/Nc2ccc([N+](=O)[O-])cn2)c1C | 71* | ? | ? | 32* | -3% | ?
18 | CCn1c(SCC(=O)Nc2cccc(C(C)=O)c2)nnc1C(C)C | -16 | 4% | 1% | 6 | ? | -15%
24 | CCN(CC(=O)N(CC(C)C)c1c(N)n(CC(C)C)c(=O)[nH]c1=O)Cc1nc2ccccc2c(=O)[nH]1 | 1 | -12% | ? | -4 | 31%[activator] | ?
30 | COc1ccc(Nc2nc(N)nc(C(F)(F)F)n2)c(OC)c1 | 46 | 4% | 17% | 25* | ? | ?

Further structures.
nr | mol | Shiga inhibitor | Giardia FBPA inh | Pf growth 48h | CHX counter | HCV inhibitor | Pf growth 96h
31 | Cn1cc(C2N3CC4(C)CN2CC(C)(C3)C4=O)c2ccccc21 (stereo not drawn) | -6 | 7% | 18% | 1 | 25% | 21%
32 | Cc1ccc(OCC(=O)NC(=S)Nc2cccc(NC(=O)c3ccccc3)c2)cc1 | -3 | -6% | 8% | 5 | 1% | ?
33 | O=C(NCCc1nnc2ccccn12)c1cccs1 | 51* | / | 70%[activator] | 36* | 22% | 62%[activator]
34 | COC(=O)Nc1ccc(S(=O)(=O)N(C)CC(F)(F)C(F)F)cc1 | -24 | 5% | -10% | 1 | 9% | -24%
35 | COc1ccc(C(c2nnnn2Cc2ccc(F)cc2)N2CCN(c3ccccc3)CC2)cc1 (stereo not drawn) | -7 | 3% | 12µM* | -6 | -11% | ?
36 | COC(=O)C1=C(C)NC(C)=C([N+](=O)[O-])C1c1ccccc1C(F)(F)F (stereo not drawn) | -12 | -13%&-17% | ? | -5 | ? | ?
37 | COc1ccc(CC2C(=O)NC(=O)NC2=O)c(OC)c1 | -1 | -17% | -11% | -1 | 11% | /
38 | CC(=O)N(c1ccc2oc(=O)sc2c1)S(=O)(=O)c1cccc2cccnc12 | -8 | / | 11% | -5 | -27% | 28%
39 | COC(=O)C(C#N)c1nc2ccccc2nc1N1CCN(Cc2ccc3c(c2)OCO3)CC1 (stereo not drawn) | -6 | -3% | 10% | 7 | 17% | ?
40 | CCC(C(=O)NCCCN1CCOCC1)n1c2ccccc2c2nc(=O)cc(C)n21 (stereo not drawn) | -9 | / | 8% | -9 | 21% | ?
41 | COc1ccc([N+](=O)[O-])cc1NC(=O)COC(=O)C=C(C)C | -6 | 0% | 20% | -3 | -13% | 0%
42 | O=S(=O)(c1ccc2ccccc2c1)N1C=CC(C(F)(F)F)=NCC1 | -4 | 0% | / | 0 | 12% | 21%
43 | Nc1ncccc1OCc1ccc(Cl)c(Cl)c1 | 56* | -9% | 105%[activator] | 47* | 0% | 180%[activator]
44 | CCOCCCn1c(=N)c(S(=O)(=O)c2ccccc2)cc2c(=O)n3cc(C)ccc3nc21 | 4 | 3% | -25% | -2 | 4% | 6%
45 | COc1ccccc1COCC(O)CN1CCCCC1CO (stereo not drawn) | -1 | ? | -14%[0.00184 µM] | 1 | 2% | ?
46 | COc1ccccc1CNc1ncnc2cc(Cl)ccc12 | 4 | 4% | 11% | -3 | ? | 2%
47 | c1cc(CNC23CC4CC(CC(C4)C2)C3)ccn1 | 12 | -11% | 12% | 8 | 22% | 1.9µM*
48 | OC(COc1cccc2ccccc12)CN1CCN(c2ccccc2Cl)CC1 (stereo not drawn) | -8 | -16% | -29% | 0 | 4% | -16%
49 | O=C(CSc1cccc[n+]1[O-])NN(c1ccccc1)c1ccccc1 | 24 | -11% | 17% | -3 | 2% | 17%
50 | C=CCCCCCCCCC(=O)Nc1c[nH]c(=O)[nH]c1=O | 8 | 0% | 37%[activator] | 6 | 9% | ?
51 | Cc1ccccc1NS(=O)(=O)c1cccc(-c2nnc(-c3ccccc3)o2)c1 | -9 | 1% | -29% | -2 | ? | ?
52 | Cn1c(C(=O)N2CCCCCC2)cc2c(=O)n(C)c3ccccc3c21 | 35 | -14% | / | 20* | -6% | 120%[activator]
53 | CCc1cc(C(=O)OC)c(NC(=O)C2CC(=O)NN2Cc2ccccc2)s1 (stereo not drawn) | -14 | -3% | -2% | -5 | -20% | ?
54 | Cc1ccc(Cl)cc1NC(=O)C1CC(=O)N(C(C)C)C1 (stereo not drawn) | / | 0% | -13% | -4 | 11% | ?
55 | CCn1cc(C(=O)N2CCCC(CO)(Cc3ccccc3C)C2)cn1 (stereo not drawn) | -5 | 4% | -2% | 16 | 25% | 9%
56 | CCN1CCN(CC(=O)n2c3c(c4ccccc42)CC(C)CC3)CC1 (stereo not drawn) | -9 | -8% | ? | -3 | 3.2µM* | /
57 | Cc1ccc(C)c(Cn2c(=O)n(CCCC(=O)NCc3ccco3)c(=O)c3ccccc32)c1 | -11 | 0% | -9% | -4 | -28% | ?
58 | COc1ccc(CCN2C(=O)C3CC=C(C)CC3C2=O)cc1OC (stereo not drawn) | 0 | 0% | 0% | 1 | ? | 18%

Rows are unselected (roughly 24% active in at least one column).
